Pin1 inh = blocks the human prolyl isomerase Pin1; 390,000 compounds, 0.009% hits; Pin1 FP peptide displacement, HiFluor488, 10 min; AID 504891; Q13526; Potency, µM (titrated, usually from 115 µM), inactives show at the top dose activity, negative = inhibition, most hits filed as inhibitors; active = well fitted inhibition curve with a large enough effect in the polarisation, with a control signal flat, not every such curve was filed as active; inconclusive = small, poorly fitted or top-dose-only effect, or effect the other way, or a change in a side signal; inactive = no such curve, though single readings can be large or run the other way; the % refers to the polarisation; also: % is scaled to controls: 0 for no effect and ±100 for the full control effect
Target sequence (Q13526 whole entry, looked up): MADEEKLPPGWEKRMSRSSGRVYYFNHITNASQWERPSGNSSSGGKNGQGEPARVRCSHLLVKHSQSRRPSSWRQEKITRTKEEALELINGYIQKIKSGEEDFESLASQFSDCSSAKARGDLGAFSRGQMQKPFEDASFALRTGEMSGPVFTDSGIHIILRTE
BAZ2B block = BAZ2B (human) inhibition. Q9UIF8. 360,000 compounds, 4.4% hits. AlphaScreen BAZ2B-H3K14Ac peptide displacement. Potency, µM (highest dose often 114 µM), inactives show at the highest dose activity change, negative = inhibition, actives largely listed as inhibitors; also: % is scaled to controls: 0 for no effect and ±100 for the full control effect; nearly all actives have a fitted effect of over 60% in size
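Compounds, titrated to a top concentration of 110 uM, were incubated 30 min at room temperature with preformed BAZ2B/acetyl-K14 H3 peptide complex (50 nM each). Proximity signal was measured by AlphaScreen after 20 min with beads.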
BLM inh = inhibitors of human Bloom syndrome helicase BLM. P54132. recombinant BLM DNA unwinding, fluorescence dequenching. Potency, µM (highest dose often 56.1 µM), for inactives: top-dose activity change, negative = inhibition, usual class: inhibitors. 350,000 compounds, 0.2% hits. AID 2528;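 also: plate controls were vehicle for no effect and no enzyme for full effect; nearly all actives have a fitted effect of over 35% in size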
Pol iota inh = DNA polymerase iota (human) inhibition | Pol iota fluorescent replication assay, 10 min | Potency, µM (titrated, usually from 115 µM), inactives show at the top dose activity, negative = inhibition, actives largely listed as inhibitors | 390,000 compounds, 1% hits
Target sequence (Q9UNA4 whole entry, looked up): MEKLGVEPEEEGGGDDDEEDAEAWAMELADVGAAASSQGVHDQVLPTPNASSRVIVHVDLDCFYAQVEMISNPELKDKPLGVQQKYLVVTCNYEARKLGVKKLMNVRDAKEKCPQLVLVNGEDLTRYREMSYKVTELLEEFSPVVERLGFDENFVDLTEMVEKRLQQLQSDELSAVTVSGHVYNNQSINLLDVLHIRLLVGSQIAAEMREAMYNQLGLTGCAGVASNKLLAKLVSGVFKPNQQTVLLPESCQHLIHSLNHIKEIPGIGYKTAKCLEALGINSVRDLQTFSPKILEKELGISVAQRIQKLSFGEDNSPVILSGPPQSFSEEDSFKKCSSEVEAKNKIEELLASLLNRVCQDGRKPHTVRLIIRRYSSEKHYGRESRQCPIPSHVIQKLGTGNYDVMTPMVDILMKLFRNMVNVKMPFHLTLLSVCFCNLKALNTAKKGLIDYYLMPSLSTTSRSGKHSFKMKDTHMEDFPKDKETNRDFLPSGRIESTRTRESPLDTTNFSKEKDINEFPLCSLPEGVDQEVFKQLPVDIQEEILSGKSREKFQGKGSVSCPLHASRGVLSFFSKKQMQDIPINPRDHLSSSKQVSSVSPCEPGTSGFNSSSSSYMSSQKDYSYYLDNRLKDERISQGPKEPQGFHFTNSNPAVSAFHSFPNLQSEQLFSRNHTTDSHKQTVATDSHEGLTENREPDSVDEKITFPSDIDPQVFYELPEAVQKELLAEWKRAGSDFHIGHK
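Pol iota at 10 nM preincubated 15 min with compounds at room temperature; reaction started with fluorescent substrate, 50 nM final. Fluorescence read kinetically at 0 and 10 min; buffer-only wells as negative control.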
GLS inh = inhibitors of human glutaminase (GLS); 410,000 compounds, 0.21% hits; AID 624170; O94925; GLS enzymatic activity, qHTS titration; Potency, µM (titrated, usually from 45.5 µM), inactives show top-dose activity change, negative = inhibition, most hits filed as inhibitors; also: % is scaled to controls: 0 for no effect and ±100 for the full control effect
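Compounds were pin-transferred onto hKGA, after which L-glutamine (1 mM solution) and a detection mix of glutamate oxidase, HRP and Amplex Red were added. Initial and 30 min RT fluorescence reads were collected.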
G9a inh = G9a (human) methyltransferase inhibition; Q96KQ7; G9a H3K9 monomethylation, AlphaScreen, 2 h; Potency, µM (highest dose often 102 µM), inactives show at the highest dose activity, negative = inhibition, usual class: inhibitors; 350,000 compounds, 8.8% hits; AID 504332; also: % is scaled to controls: 0 for no effect and ±100 for the full control effect; nearly all actives have a fitted effect of over 75% in size
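Readings reflect AlphaScreen signal from monomethyl-H3K9 antibody detection. HMT at 20 nM; substrate b-H3K9 500 nM; cofactor SAM 20 uM; 2 h RT reaction; compounds tested as titrations in qHTS with 15 min preincubation.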
PGK inhibitor = blocks T. brucei phosphoglycerate kinase; PGK/GAPDH coupled, Kinase-Glo luminescence, 60 min; Potency, µM (doses to about 57.5 µM), without a hit: at the top dose activity change, negative = inhibition, usual class: inhibitors; P07378; AID 602233; 380,000 compounds, 0.043% hits; also: % is scaled to controls: 0 for no effect and ±100 for the full control effect; nearly all actives have a fitted effect of over 60% in size
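Luminescent ATP detection (Kinase-Glo Plus) follows a 60-minute room-temperature incubation, with wells lacking PGK as controls. Buffer: 100 mM TEA (pH 7.6), 5 mM MgCl2, 0.01% Tween-20. Coupling enzyme GAPDH (100 nM final) supplies unstable 1,3-BPG in-well.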
HP1b chromo inh = blocks HP1-beta chromodomain binding to methylated histone tails; P83916; AlphaScreen HP1-beta / biotin-H3K9me3 peptide binding; Potency, µM (top dose mostly 114 µM), for inactives: at the top dose activity change, negative = inhibition, hits mostly inhibitors; 390,000 compounds, 0.56% hits; AID 540317; also: nearly all actives have a fitted effect of over 70% in size; inactives centre near 23
Target sequence (P83916 whole entry, looked up): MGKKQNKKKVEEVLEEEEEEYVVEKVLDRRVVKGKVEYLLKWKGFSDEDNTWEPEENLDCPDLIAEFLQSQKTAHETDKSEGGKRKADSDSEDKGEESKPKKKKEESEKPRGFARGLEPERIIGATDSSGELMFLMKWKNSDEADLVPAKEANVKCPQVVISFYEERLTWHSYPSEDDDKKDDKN
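HP1-beta protein (50 nM final) preincubated 30 min at room temperature with biotinylated H3(1-18)K9me3 peptide (50 nM) in PBS pH 7.4, 0.01% Tween-20, then compound added for 30 min. AlphaScreen streptavidin donor/nickel chelate acceptor beads (10 ug/mL final), 30 min dark, luminescence read.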
JMJD2A Tudor = JMJD2A Tudor domain (human) inhibition | O75164 | AlphaScreen JMJD2A-Tudor / H3K4me3 peptide binding | Potency, µM (titrated, usually from 114 µM), inactives show top-dose activity change, negative = inhibition, most hits filed as inhibitors | 390,000 compounds, 4.4% hits; also: % is scaled to controls: 0 for no effect and ±100 for the full control effect; nearly all actives have a fitted effect of over 50% in size
* hit, by the source's call; i = inactive; u = inconclusive; x = no result given; & = joins results of further samples; [ ] = another dose, or the depositor's remark. Unless noted, calls follow the shape of the dose curve; as a rule, active = well fitted curve in the direction sought with a large enough effect; inconclusive = small, poorly fitted or top-dose-only effect, or another doubt; inactive = no such curve, though single readings can be large; an effect the other way counts as inactive or inconclusive. Potency is read from the fitted curve at half-maximal effect. A portion of the library. The share of hits here may be higher or lower than overall.

G9a inh | PGK inhibitor | Pin1 inh | BLM inh | Pol iota inh | HP1b chromo inh | BAZ2B block | JMJD2A Tudor | GLS inh | canonical_smiles
u | 6% | 4% | -6% | 16% | 30% | 19% | 51%[activator] | -14% | COC(=O)c1c(-c2cccs2)csc1NC(=O)c1cccc(Cl)c1
-28%[12.7 µM] | -1% | 3% | -1% | -7% | 14% | -5% | -11% | 2% | Cc1cc(NC(=O)CCCSc2nc(-c3ccco3)cc(C(F)(F)F)n2)no1
-28% | -5% | 1% | -1% | 5% | 36% | x | 3% | -9% | Cc1cc(NC(=O)CSc2ccc3nnc(CCNC(=O)c4ccccc4)n3n2)no1
14µM* | 0% | -4% | -2% | -18% | 8%[57 µM] | -36% | u | 16% | CCN(CC)c1ccc(CNS(=O)(=O)c2cc3c(cc2C)NC(=O)CO3)cc1
3.2µM* | i | -10% | 2% | 44%[activator] | -16% | -14% | u | 12% | C/C(CC(=O)NCc1ccccc1)=N\NC(N)=S
6%[59 µM] | 1%&3% | u | -11%&-8% | -9%&-11% | 27%&21% | -5%&4% | -14%&-20% | 9%&-8% | Cc1cccc(/C=C/c2onc(C)c2S(=O)(=O)N2CCC(C(=O)N3CCC(C)CC3)CC2)c1
10%[59 µM] | 3% | 1% | -3% | 17% | 12% | 8% | -18% | 17% | COCC(=O)Nc1ccc(S(=O)(=O)NCCc2ccccc2)cc1
0%[12.7 µM] | 0% | -1% | -19% | -3% | 12% | 11% | -10% | 6% | Cc1cc(C)n2cc(CSc3nnnn3C)nc2n1
10%[12.7 µM] | 7% | 4% | x | 9% | 24% | u | -7% | 4% | O=C(CSc1nnnn1C1CC1)Nc1cccc(S(=O)(=O)N2CCCC2)c1
u | 0% | 6% | -11% | 5% | u | u | u | 19% | O=C(NC(=S)Nc1ccc2c(c1)OCCO2)c1cccc(Br)c1
-3% | 5% | -19% | 1% | 18% | 28% | -8% | -13% | 1% | CCOC(=O)C1CCN(C(=O)C(C)c2ccc([N+](=O)[O-])cc2)CC1 (configuration not stated)
12%[59 µM] | i | 0% | -16% | -5% | -30% | u | -35% | 6% | COc1ccc(-c2nnc(Nc3ccc(OC)c(C(N)=O)c3)c3ccccc23)cc1
7%[59 µM] | -5% | 4% | -2% | 27% | 46%[activator] | 12% | 6% | -1% | COC(=O)c1ccc(COC(=O)CNC(=O)c2ccc(-c3ccccc3)cc2)cc1
-12%[59 µM] | -1% | -6% | -15% | 9% | 13% | 2% | -3% | 69%[activator] | CCc1ccc(NC(=O)C2C3C=CC(C4CC34)C2C(=O)O)cc1 (configuration not stated)
17% | 2% | 1% | -3% | 42%[activator] | 28% | 1% | -1% | 26% | Cc1ccc(O)c(NC(=O)c2cc(C)no2)c1
4%[59 µM] | 9% | -1% | 1% | 23% | 27% | -11% | -7% | 4% | CC(=O)OCc1cc(=O)n2nc(C3CCCCC3)sc2n1
-125%[59 µM] | 4% | 2% | -18% | 146%[activator] | u | 35µM* | 0.89µM* | 20% | CC1CN(CCCCOc2cccc(Oc3ccccc3)c2)CC(C)O1 (configuration not stated)
28µM* | -3% | 2% | 1% | 15% | 45%[activator] | 6% | -15% | -6% | COc1ccc(N2C(=O)CC(NCC#N)C2=O)cc1 (configuration not stated)
-24% | i | -1% | -2% | 25% | 96%[activator] | x | -6% | 6% | COc1ccc(COCC(O)CN(Cc2ccccc2)C(C)C)cc1OC (configuration not stated)
1%[59 µM] | i | -7% | -4% | 14% | 55%[activator] | -8% | -9% | -7% | COc1ccc(NC(=O)c2cccc3ccccc23)cc1
76%[activator][59 µM] | 0% | 5% | -4% | 30%[activator] | 179%[activator] | 292%[activator] | 224%[activator] | -2% | Cc1nc(SCc2cccc(Cl)c2)nc2c1CCCC2
u | 7% | u | -9% | -1% | 28% | -27% | -25% | 3% | COc1cccc(CN2CCN(C(=S)NCc3ccc(Cl)cc3)CC2)c1
u | -3% | 5% | 5% | 16% | 18% | -29% | -25% | -1% | Oc1cccc(C(O)CNCc2ccc(-c3ccccc3)cc2)c1 (configuration not stated)
2%[59 µM] | -7% | -7% | -3% | -4% | 15% | -4% | -14% | -8% | CCOc1ccc(C(C(=O)NC(C)(C)C)N(CCOC)C(=O)CCC(=O)Nc2nccs2)cc1 (configuration not stated)
-22%[59 µM] | -1% | -4% | x | -1% | -9% | -9% | -28% | 7% | COc1ccc(OCCOc2ccc(S(=O)(=O)N3CCCC3)cc2[N+](=O)[O-])cc1
10%[59 µM] | -5% | u | -2% | -10% | 36% | -1% | -10% | 3% | Cc1ccc(-c2cc(-c3ccccc3)no2)c(O)c1
-3%[59 µM] | -1% | 2% | -7% | 4% | -3% | -8% | -20% | 18% | CC(=O)c1cccc(NC(=O)Nc2sc3nc4n(c(=O)c3c2C)CCC(C)CC4)c1 (configuration not stated)
45µM* | -10% | -3% | -8% | u | -10% | 79µM* | -28% | 6% | Cc1ccc(C)c(NS(=O)(=O)c2ccc3[nH]c(=O)oc3c2)c1
0% | 12% | 5% | -6% | 116%[activator] | 37% | -5% | 1% | -13% | Cc1ccc2nc(C)c(C(=O)NN=C3CCN(C)CC3)n2c1
x | -4% | -2% | x | -17% | 16% | x | -2% | 6% | C=C1[C@H](C)CN(S(=O)(=O)C(C)(C)C)[C@H]1CCO
14%[59 µM] | 0% | -7% | 0% | 27% | 131%[activator] | 49%[activator] | 72%[activator] | 3% | O=C(C1CCN(S(=O)(=O)Cc2ccccc2)CC1)N1CCN(c2ccccc2)CC1
u | 5% | 15% | x | 8% | 13% | 6% | -14% | 16% | CC(C)[C@H](NC(=O)c1ccccc1)C(=O)OCC(=O)c1ccc(S(=O)(=O)N2CCCCC2)cc1
28%[59 µM] | -4% | -3% | 0% | -8% | -13% | x | -5% | 2% | CCn1c(SCC(=O)Nc2ccc(S(N)(=O)=O)cc2)nnc1-c1cccc(OC)c1
7%[59 µM] | -5% | 89%[activator] | -15% | -12% | 8% | -6% | -25% | 17% | O=[N+]([O-])c1ccc(O)c(C=Nc2ccc3nc(-c4ccccc4)[nH]c3c2)c1
-3%[59 µM] | -7% | 1% | 2% | 12% | 23% | -15% | -18% | -1% | Cc1oc(-c2cccc(Cl)c2)nc1CN1CCC(C(=O)NCc2ccc(F)cc2)CC1
11%[59 µM] | -6% | -2% | -11% | 15% | 10% | -3% | -12% | 1% | COc1ccc(NC(=O)Nc2ccc3nccnc3c2)cc1
-11%[59 µM] | 1% | 0% | -2% | -6% | 21% | -2% | -3% | 1% | COC(=O)c1ccc(C(C(=O)NC2CCCCC2)N(CCc2ccccc2)C(=O)Cc2cccs2)cc1 (configuration not stated)
11%[59 µM] | i | -19% | -1% | -17% | 42%[activator] | 4% | -4%[57.1 µM] | 18% | Cc1ccc(NS(=O)(=O)c2cccc(C(=O)n3ncc(C#N)c3N)c2)c(C)c1
-12% | -7% | 0% | -11% | 166%[activator] | -28% | -12% | u | 11µM* | C=CCOc1ccc(CNc2ccc3[nH]c(=O)[nH]c3c2)cc1
46%[59 µM] | -1% | 8% | -5% | 20% | 109%[activator] | 45%[activator] | 42%[activator] | 2% | Cc1ccc(S(=O)(=O)c2ccc(Oc3cccc(C)c3)cc2)cc1
7%[59 µM] | -3% | -9% | -9% | 9% | 56%[activator] | -5% | 2% | 1% | O=C(CCC1CCCCC1)NCc1ccc(F)cc1
3% | 2% | 2% | 3% | 14% | 32% | 2% | 9% | 1% | CC(=O)Nc1ccc(C(=O)N(C)C(C(=O)Nc2ccc(C)cc2)c2ccccn2)cc1 (configuration not stated)
80% | i | 0% | 0% | 111%[activator] | 14% | -21% | -21% | 1% | CC(=O)C(c1ccccc1)C(c1ccccc1)C(C)[N+](=O)[O-] (configuration not stated)
u | -9% | -2% | x | 11% | 9% | 1% | 3% | -13% | Cc1noc(C)c1COc1ccc(C(=O)OCC(=O)Nc2ccc(C(=O)N(C)C)cc2)cc1
19%[0.501 µM] | -2% | u | -3% | 3% | 16% | -29% | -9% | 19% | Cc1cc2cc(C=O)c(Cl)nc2cc1C
-5%[59 µM] | 8% | 0% | -12% | 48%[activator] | 24% | 0% | -20% | -6% | CCc1cc2c(cc3c(=O)n(CCCC(=O)NCc4cccc(Br)c4)ncn32)s1
u | i | -6% | 3% | 10% | 30% | 0% | -5% | 1% | CCN1CCN(C(=O)c2ccc(OCC(=O)Nc3ccc(F)cc3)c(OC)c2)CC1
18% | -6% | -4% | -2% | -9% | 34% | -16% | -6% | -2% | CCc1ccc(N(C(=O)c2csnn2)C(C(=O)NC(C)(C)C)c2ccccn2)cc1 (configuration not stated)

Some of the entries so far, with values under each structure.
Each structure is followed by: G9a inh	PGK inhibitor	Pin1 inh	BLM inh	Pol iota inh	HP1b chromo inh	BAZ2B block	JMJD2A Tudor	GLS inh
> Cc1oc(-c2cccc(Cl)c2)nc1CN1CCC(C(=O)NCc2ccc(F)cc2)CC1
    -3%[59 µM]	-7%	1%	2%	12%	23%	-15%	-18%	-1%
> COc1ccc(NC(=O)Nc2ccc3nccnc3c2)cc1
    11%[59 µM]	-6%	-2%	-11%	15%	10%	-3%	-12%	1%
> COC(=O)c1ccc(C(C(=O)NC2CCCCC2)N(CCc2ccccc2)C(=O)Cc2cccs2)cc1 (configuration not stated)
    -11%[59 µM]	1%	0%	-2%	-6%	21%	-2%	-3%	1%

Carrying on.
G9a inh | PGK inhibitor | Pin1 inh | BLM inh | Pol iota inh | HP1b chromo inh | BAZ2B block | JMJD2A Tudor | GLS inh | canonical_smiles
x | i | u | -1% | u | 73%[activator] | 4% | 20% | -5% | N#Cc1ccc(-c2cccnc2)nc1SCC(=O)c1ccccc1
8% | i | 0% | -1% | 44%[activator] | 21%[57 µM] | -17% | 4% | -12% | CC1CN(C(=O)COC(=O)c2ccc(Cl)c(N)c2)CC(C)O1 (configuration not stated)
20% | -3% | 1% | -1% | -7% | 33% | -6% | -7% | -6% | Cn1cc(S(=O)(=O)NCc2ccco2)c(=O)n(C)c1=O
6% | -5% | 1% | -5% | 2% | 20% | 12% | -12% | -1% | COCCN1Cc2cccc(C(=O)Nc3ccc(S(=O)(=O)N4CCOCC4)cc3)c2C1=O
-45% | x | 4% | -13% | u | -17% | u | u | -1% | COc1ccc(/C=C/C(=O)c2ccc(O)cc2)cc1COc1ccc(F)cc1

From PubChem BioAssay
